Source: PubChem
NFkB binder = binders of NF-kB p50 subunit, primary screen, biochemical, small molecule microarray, anti-His fluorescence | 17,000 tested, 1.3% active | calls only | anti-His fluorescence binding;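 active means spot fluorescence over background significantly raised, with a chance value under 7% in all four replicate spots of the compound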;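 further: probe protein is his-tagged human p50 processed subunit at 1 µg/ml; raw spot fluorescence signals with no normalization applied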
Target sequence (P19838 1-433 limits assumed): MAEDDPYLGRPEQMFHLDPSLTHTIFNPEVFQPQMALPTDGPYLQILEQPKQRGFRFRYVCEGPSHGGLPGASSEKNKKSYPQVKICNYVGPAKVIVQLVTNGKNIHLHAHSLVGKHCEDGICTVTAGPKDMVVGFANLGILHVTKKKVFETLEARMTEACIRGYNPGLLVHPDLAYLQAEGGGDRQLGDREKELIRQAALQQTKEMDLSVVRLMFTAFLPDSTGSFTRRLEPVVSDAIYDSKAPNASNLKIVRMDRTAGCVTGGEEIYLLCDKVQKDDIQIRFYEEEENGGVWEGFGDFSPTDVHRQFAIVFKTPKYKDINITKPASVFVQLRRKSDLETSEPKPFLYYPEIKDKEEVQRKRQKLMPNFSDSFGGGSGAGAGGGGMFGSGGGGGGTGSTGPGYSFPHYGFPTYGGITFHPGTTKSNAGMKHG
Calls only; i = inactive; + = active, no number. An excerpt. The share of hits here may be higher or lower than overall.

smiles | NFkB binder
C[C@@H]1O[C@@H](O[C@@H]2[C@@H](O)[C@H](OC(=O)[C@]34CCC(C)(C)CC3C3=CCC5[C@@]6(C)CC[C@H](OC7OC(CO)C(OC8OCC(O)C(O)C8O)C(O)C7O)C(C)(C)C6CC[C@@]5(C)[C@]3(C)CC4O)O[C@H]2CO)[C@H](O)[C@H](O)[C@H]1O[C@H]1OC[C@](O)(CO)[C@H]1O (stereo partly drawn) | i
C[C@H](CO)N1C[C@H](C)[C@@H](CN(C)C(=O)NC2CCCCC2)Oc2c(NC(=O)Nc3ccc(C(F)(F)F)cc3)cccc2C1=O | +
C[C@@H]1CN([C@@H](C)CO)C(=O)c2cc(NC(=O)Cc3ccccc3)ccc2O[C@@H](C)CCCCO[C@H]1CN(C)C(=O)Nc1ccccc1 | i
CO[C@H]1O[C@H](CO)[C@@H](OC(=O)Nc2cccc(F)c2)[C@H](OC(=O)Nc2ccc3c(c2)OCO3)[C@H]1OC(=O)Nc1ccc2c(c1)OCO2 | i
OC(CNC1CCCC1)Cn1c2ccccc2c2ccccc21 (stereo not drawn) | i
CNC[C@H]1Oc2ccc(NS(=O)(=O)c3cccs3)cc2CC(=O)N([C@H](C)CO)C[C@H]1C | i
O=C(OCc1ccc(-c2cccc(Cl)c2Cl)o1)c1cccnc1 | i
COC(=O)N(C)C[C@@H]1OCc2cnnn2CCCC(=O)N([C@H](C)CO)C[C@@H]1C | i
C[C@H](CO)N1C[C@H](C)[C@H](CN(C)Cc2ccc(C(=O)O)cc2)Oc2c(NC(=O)Nc3ccc(F)cc3)cccc2C1=O | i
COc1ccc(CN(C)C[C@@H]2Oc3c(NC(=O)Nc4ccc(OC)cc4)cccc3C(=O)N([C@H](C)CO)C[C@H]2C)cc1 | i
C[C@H]1CCCCO[C@H](CN(C)C(=O)Nc2ccccc2)[C@@H](C)CN([C@@H](C)CO)C(=O)c2cc(NC(=O)Cc3ccccc3)ccc2O1 | i
C[C@@H]1CN([C@H](C)CO)C(=O)c2cc(NS(=O)(=O)c3ccccc3)ccc2O[C@@H](C)CCCCO[C@@H]1CN(C)C(=O)C1CCCCC1 | i
Cc1cc(C(=O)Nc2cccc3c2O[C@@H](CN(C)Cc2ccc(C(F)(F)F)cc2)[C@H](C)CN([C@@H](C)CO)C3=O)n(C)n1 | i
Cc1noc(C)c1NC(=O)N(C)C[C@@H]1Oc2c(NC(=O)C3CCOCC3)cccc2C(=O)N([C@H](C)CO)C[C@@H]1C | i
CC1=C(/C=C/C(C)=C\C=C\C(C)=C\C(=O)Nc2ccc(O)cc2)C(C)(C)CCC1 | i
C[C@@H]1CN([C@@H](C)CO)C(=O)c2cc(NC(=O)C3CC3)ccc2O[C@@H]1CN(C)Cc1ccncc1 | i
Cc1noc(C)c1S(=O)(=O)N(C)C[C@@H]1OCCCC[C@H](C)Oc2ccc(NC(=O)C3CCCCC3)cc2C(=O)N([C@@H](C)CO)C[C@@H]1C | i
C[C@H]1CN([C@@H](C)CO)C(=O)CCCn2cc(nn2)CO[C@H]1CN(C)C(=O)OCc1ccccc1 | i
C[C@@H]1CN([C@H](C)CO)C(=O)Cc2cc(NS(=O)(=O)c3ccccc3)ccc2O[C@H]1CN(C)Cc1ccc2c(c1)OCO2 | i
C[C@H]1CN([C@@H](C)CO)C(=O)c2cc(NC(=O)Nc3ccc(F)cc3)ccc2O[C@@H]1CN(C)S(=O)(=O)c1cn(C)cn1 | i

(further entries)
smiles | NFkB binder
C[C@H](CO)N1C[C@H](C)[C@H](CN(C)S(=O)(=O)c2cn(C)cn2)OCCCC[C@H](C)Oc2ccc(N(C)C)cc2C1=O | i
C[C@H](CO)N1C[C@H](C)[C@@H](CN(C)C(=O)Nc2ccc(F)cc2)Oc2ccc(NS(=O)(=O)c3cccs3)cc2C1=O | i
C[C@@H]1CCCCO[C@@H](CN(C)S(=O)(=O)c2ccc(F)cc2)[C@@H](C)CN([C@@H](C)CO)C(=O)c2cc(NC(=O)c3ccncc3)ccc2O1 | i
C[C@@H]1CN([C@H](C)CO)C(=O)c2cccc(NC(=O)Nc3cccc4ccccc34)c2O[C@H]1CN(C)S(=O)(=O)c1ccc(Cl)cc1 | i
COc1cc2nccc(Oc3ccc(NC(=O)Nc4ccc(F)cc4F)c(F)c3)c2cc1OC | i
Cc1ccc(S(=O)(=O)N(C)C[C@H]2OCc3cn(nn3)CCCC(=O)N([C@H](C)CO)C[C@@H]2C)cc1 | i
C[C@H](CO)N1C[C@H](C)[C@H](CN(C)C(=O)NC2CCCCC2)Oc2ccc(NC(=O)c3ccncc3)cc2C1=O | i
COc1cc(NC(=O)CCC(=O)O)ccc1NC(C)=O | i
C[C@@H]1CCCCO[C@@H](CN(C)S(=O)(=O)c2cn(C)cn2)[C@H](C)CN([C@H](C)CO)C(=O)c2cc(NC(=O)c3ccccc3)ccc2O1 | i
CCC(C)(C)N=C(NC#N)Nc1cccnc1 | i
C[C@H](CO)N1C[C@H](C)[C@H](CN(C)S(=O)(=O)c2cn(C)cn2)Oc2ccc(NC(=O)Cc3ccccc3)cc2CC1=O | i
COC(=O)C1=C(C)NC(=O)NC1c1ccccc1OCC(=O)Nc1ccc(C)cc1 (stereo not drawn) | i
CCCCCCCC/C=C/CCCCCCCC(=O)NCCc1ccc(O)c(O)c1 | i
CCc1c(O)nc(SC(C)C(=O)Nc2cccc(Cl)c2)[nH]c1=O (stereo not drawn) | i
C[C@@H]1CN([C@H](C)CO)C(=O)Cc2cc(NC(=O)NC3CCCCC3)ccc2O[C@@H]1CN(C)Cc1ccccc1 | i
C[C@@H]1CN([C@H](C)CO)C(=O)c2cc(NC(=O)C3CC3)ccc2O[C@H]1CN(C)Cc1ccncc1 | i
C[C@@H]1CCCCO[C@@H](CN(C)C)[C@H](C)CN([C@H](C)CO)C(=O)c2cc(NC(=O)c3ccncc3)ccc2O1 | i
COc1ccc(S(=O)(=O)N(C)C[C@H]2Oc3ccc(NC(=O)Cc4ccccc4)cc3C(=O)N([C@H](C)CO)C[C@H]2C)cc1 | i
O=C(O)c1c(O)cc(OC2OC(CO)C(O)C(O)C2O)cc1/C=C/c1ccccc1 (stereo not drawn) | i
CCCCCCCCC[C@@H](O)CC(=O)CCc1ccc(O)c(OC)c1 | i

Next part
smiles | NFkB binder
Cc1nn(C(C)C(=O)NCC2CCCO2)c(C)c1[N+](=O)[O-] (stereo not drawn) | i
COc1cc(O)c(OC)c2c1C(=O)CC(c1ccccc1)O2 (stereo not drawn) | i
O=C(NCCN1CCNCC1)c1ccccn1 | i
COc1ccc(CN(C)C[C@H]2OCCCC[C@H](C)Oc3ccc(NC(=O)Nc4c(C)noc4C)cc3C(=O)N([C@@H](C)CO)C[C@H]2C)cc1 | i
NC(=O)[C@@H]1[C@H]2C(=O)O[C@H](c3ccccc3)[C@H](c3ccccc3)N2[C@H](c2ccc(O)cc2)[C@@]12C(=O)Nc1ccc(C#CCCO)cc12 | i
NC(=O)NCC#Cc1ccc2c(c1)[C@]1(C(=O)N2)[C@H](c2ccccc2OCCO)N2[C@H](c3ccccc3)[C@H](c3ccccc3)OC(=O)[C@H]2[C@@H]1C(=O)O | i
Cc1noc(C)c1NC(=O)Nc1cccc2c1O[C@@H](CN(C)C(=O)NC1CCCCC1)[C@@H](C)CN([C@H](C)CO)C2=O | i
C=CCNC(=O)[C@@H]1[C@H]2C(=O)O[C@H](c3ccccc3)[C@H](c3ccccc3)N2[C@H](c2ccccc2OCCO)[C@@]12C(=O)Nc1ccccc12 | i
C[C@H](CO)N1C[C@H](C)[C@H](CN(C)C(=O)c2cc(-c3ccccc3)on2)OCc2cn(nn2)CCCC1=O | i
C[C@H]1CN([C@@H](C)CO)C(=O)Cc2cc(NC(=O)NC3CCCCC3)ccc2O[C@H]1CN(C)S(=O)(=O)c1ccccc1 | i
C[C@H]1CN([C@@H](C)CO)C(=O)c2cccc(NC(=O)Nc3ccc(C(F)(F)F)cc3)c2O[C@@H]1CN(C)C(=O)NC1CCCCC1 | i
COc1ccc(CN(C)C[C@H]2Oc3ccc(NC(=O)Nc4c(C)noc4C)cc3CC(=O)N([C@@H](C)CO)C[C@H]2C)cc1 | i
C=C(C(=O)O)C1CCC(CCC)OC1=O (stereo not drawn) | i
Cc1noc(C)c1S(=O)(=O)Nc1cccc2c1O[C@H](CN(C)C(=O)NC1CCCCC1)[C@H](C)CN([C@H](C)CO)C2=O | i
C[C@@H]1CN([C@@H](C)CO)C(=O)c2cccc(NC(=O)c3ccncc3)c2O[C@H]1CN(C)S(=O)(=O)c1ccc(F)cc1 | i
Cc1ccc(NC(=O)CN(c2cc(Cl)c(Cl)cc2Cl)S(C)(=O)=O)cc1 | i
C[C@@H]1CCCCO[C@H](CN(C)C)[C@H](C)CN([C@H](C)CO)C(=O)c2cc(NS(=O)(=O)c3cn(C)cn3)ccc2O1 | i
C[C@H]1CN([C@@H](C)CO)C(=O)Cc2cc(NS(=O)(=O)c3ccccc3)ccc2O[C@H]1CN(C)Cc1ccc2c(c1)OCO2 | i
CC(=O)Nc1ccc(S(=O)(=O)Nc2c(C)nn(-c3ccccc3)c2C)cc1 | i
Cc1cc(I)cnc1NC(=O)COc1ccc([N+](=O)[O-])cc1 | i

Part of the list above, with each value named.
> C[C@H]1CN([C@@H](C)CO)C(=O)Cc2cc(NC(=O)NC3CCCCC3)ccc2O[C@H]1CN(C)S(=O)(=O)c1ccccc1
- NFkB binder: i
> CO[C@H]1O[C@H](CO)[C@@H](OC(=O)Nc2cccc(F)c2)[C@H](OC(=O)Nc2ccc3c(c2)OCO3)[C@H]1OC(=O)Nc1ccc2c(c1)OCO2
- NFkB binder: i
> C=CCNC(=O)[C@@H]1[C@H]2C(=O)O[C@H](c3ccccc3)[C@H](c3ccccc3)N2[C@H](c2ccccc2OCCO)[C@@]12C(=O)Nc1ccccc12
- NFkB binder: i

More compounds.
smiles | NFkB binder
CCOC(=O)c1sc(NC(=O)C(C)(C)Oc2ccc(Cl)cc2)c(C#N)c1C | i
CC1CC(=O)c2c(ccc3c2C(=O)c2cccc(O)c2C3O)C1 (stereo not drawn) | i
O=C(O)C1C2C=CC(C2)C1C(=O)Nc1ccc(C(=O)N2CCCCC2)cc1 (stereo not drawn) | i
NC(=O)[C@H]1[C@@H]2C(=O)O[C@@H](c3ccccc3)[C@@H](c3ccccc3)N2[C@@H](c2ccc(O)cc2)[C@]12C(=O)Nc1ccc(C#CC3=CCCCC3)cc12 | i
CCOC(=O)c1c(NC(=O)CSc2ccccn2)sc(C)c1C | i
C[C@H](CO)N1C[C@H](C)[C@H](CN(C)Cc2ccc(C(=O)O)cc2)Oc2ccc(NC(=O)Nc3cccc4ccccc34)cc2CC1=O | i
COc1ccc(S(=O)(=O)N(C)C[C@H]2Oc3c(NS(=O)(=O)c4cn(C)cn4)cccc3C(=O)N([C@@H](C)CO)C[C@H]2C)cc1 | i
C[C@@H]1CCCCO[C@H](CN(C)Cc2ccncc2)[C@@H](C)CN([C@H](C)CO)C(=O)c2cc(NC(=O)Nc3ccccc3)ccc2O1 | i
C[C@@H]1CN([C@@H](C)CO)C(=O)c2cc(NC(=O)C3CC3)ccc2O[C@H]1CN(C)S(=O)(=O)c1cn(C)cn1 | i
O=C(NCCN1CCOCC1)C(=O)Nc1cccc(F)c1 | i
C[C@@H]1CCCCO[C@H](CN(C)C)[C@@H](C)CN([C@H](C)CO)C(=O)c2cc(NS(=O)(=O)c3cn(C)cn3)ccc2O1 | i
C[C@H]1CCCCO[C@@H](CN(C)Cc2ccncc2)[C@@H](C)CN([C@@H](C)CO)C(=O)c2cc(NS(=O)(=O)c3ccccc3)ccc2O1 | i
COc1ccc(OC)c(CN=c2c([N+](=O)[O-])nn(-c3ccc(Cl)cc3)n2O)c1 | i
CSc1ccccc1NC(=O)Cn1c(-c2cscn2)nc2ccccc21 | i
Cc1noc(C)c1S(=O)(=O)Nc1ccc2c(c1)CC(=O)N([C@@H](C)CO)C[C@@H](C)[C@H](CN(C)Cc1ccc(-c3ccccc3)cc1)O2 | i
C[C@@H]1CN([C@H](C)CO)C(=O)Cc2cc(NC(=O)NC3CCCCC3)ccc2O[C@H]1CN(C)Cc1ccc2c(c1)OCO2 | i
C[C@@H]1CN([C@H](C)CO)C(=O)Cc2cc(NS(=O)(=O)c3cccs3)ccc2O[C@@H]1CN(C)C(=O)Nc1ccc(F)cc1 | i
COc1cc(-c2oc3cc(O)c(OC)c(O)c3c(=O)c2O[C@@H]2O[C@H](CO[C@@H]3O[C@H](CO)[C@@H](O)[C@H](O)[C@H]3O)[C@@H](O)[C@H](O)[C@H]2O[C@@H]2OCC(O)(CO)[C@H]2O)ccc1O (stereo partly drawn) | i
C[C@@H]1CCCCO[C@H](CN(C)C(=O)CCCN(C)C)[C@H](C)CN([C@@H](C)CO)C(=O)c2cc(NC(=O)c3ccncc3)ccc2O1 | i
C[C@H]1CN([C@@H](C)CO)C(=O)Cc2cc(NC(=O)NC3CCCCC3)ccc2O[C@H]1CN(C)C | i

Remaining list, next part.
smiles | NFkB binder
C[C@@H]1CN([C@H](C)CO)C(=O)CCCn2cc(nn2)CO[C@H]1CN(C)Cc1ccc2cccnc2c1 | i
Cc1noc(C)c1NC(=O)N(C)C[C@H]1Oc2ccc(NC(=O)Cc3cn(C)c4ccccc34)cc2CC(=O)N([C@@H](C)CO)C[C@H]1C | i
O=C(C1=C[C@H](c2csc3ccccc23)C[C@H](OCCCCO)O1)N1CCCCCCC1 | i
CNC[C@H]1Oc2c(NC(=O)c3cc(C)nn3C)cccc2C(=O)N([C@H](C)CO)C[C@H]1C | i
CNC[C@H]1Oc2c(NC(=O)c3ccc(-c4nccs4)cc3)cccc2C(=O)N([C@H](C)CO)C[C@H]1C | i
C[C@H](CO)N1C[C@H](C)[C@H](CN(C)Cc2ccc(C(F)(F)F)cc2)Oc2c(NS(=O)(=O)c3cccs3)cccc2C1=O | i
